Source: PubChem BioAssay
POLI inh: inhibitors of human DNA polymerase iota; Pol iota fluorescent replication assay, 10 min; Q9UNA4; Potency, µM (highest dose often 115 µM), for the others: at the highest dose activity, negative = inhibition, hits mostly inhibitors; hit rate 1% among 390,000; further: potency means the concentration at half of the fitted maximal effect
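Fluorescent replication assay read twice, at 0 min and 10 min after adding 50 nM (final) substrate. Enzyme (10 nM) and compounds were first incubated 15 min at room temperature; enzyme-free buffer wells were negative controls.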
PGK inhibitor: inhibitors of T. brucei phosphoglycerate kinase | PGK/GAPDH coupled, Kinase-Glo luminescence, 60 min | hit rate 0.043% among 380,000 | P07378 | AID 602233 | Potency, µM (doses to about 57.5 µM), for the others: at the highest dose activity change, negative = inhibition, hits mostly inhibitors; further: potency means the concentration at half of the fitted maximal effect; on the % scale 0 is the no-effect control and ±100 the full control effect; nearly all actives have a fitted effect of over 60% in size
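Recombinant glycosomal PGK reaction used 1,3-bisphosphoglycerate generated in-well by GAPDH (100nM final) in 100mM TEA pH 7.6, 5mM MgCl2, 0.01% Tween-20. After 60 minutes at room temperature, ATP was read by Kinase-Glo Plus luminescence end-point.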
Pol beta inh: blocks human DNA polymerase beta activity; P06746; hit rate 1.3% among 340,000; Potency, µM (doses to about 114 µM), inactives show at the highest dose activity change, negative = inhibition, most hits filed as inhibitors; Pol beta primer extension/strand displacement, fluorescence kinetic; further: potency means the concentration at half of the fitted maximal effect; on the % scale 0 is the no-effect control and ±100 the full control effect
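Human Pol beta at 10 nM; strand-displacement substrate 50 nM final. Compound exposure 15 min at room temperature before start, reaction 10 min at room temperature.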
APEX1 inh: blocks human APE1 abasic DNA cleavage | P27695 | recombinant APE1, TAMRA/BHQ-2 abasic DNA cleavage fluorescence | Potency, µM (top dose mostly 65.8 µM), for the others: at the top dose activity change, negative = inhibition, usual class: inhibitors | hit rate 0.35% among 350,000 | AID 2517;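 further: potency means the concentration at half of the fitted maximal effect; plate controls were vehicle for no effect and reference inhibitor for full effect; nearly all actives have a fitted effect of over 55% in size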
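Kinetic fluorescence read (525 ex/598 em nm, three reads 60 s apart) of AP-site incision; signal = third minus first read. Enzyme 0.75 nM, dual-labelled THF duplex 50 nM, compound preincubation 15 min RT.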
BLM inh: blocks DNA unwinding by human BLM helicase; P54132; recombinant BLM DNA unwinding, fluorescence dequenching; Potency, µM (series often up to 56.1 µM), for the others: top-dose activity change, negative = inhibition, usual class: inhibitors; hit rate 0.2% among 350,000; AID 2528;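 further: potency means the concentration at half of the fitted maximal effect; plate controls were vehicle for no effect and no enzyme for full effect; nearly all actives have a fitted effect of over 35% in size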
Target sequence (P54132 whole entry, looked up): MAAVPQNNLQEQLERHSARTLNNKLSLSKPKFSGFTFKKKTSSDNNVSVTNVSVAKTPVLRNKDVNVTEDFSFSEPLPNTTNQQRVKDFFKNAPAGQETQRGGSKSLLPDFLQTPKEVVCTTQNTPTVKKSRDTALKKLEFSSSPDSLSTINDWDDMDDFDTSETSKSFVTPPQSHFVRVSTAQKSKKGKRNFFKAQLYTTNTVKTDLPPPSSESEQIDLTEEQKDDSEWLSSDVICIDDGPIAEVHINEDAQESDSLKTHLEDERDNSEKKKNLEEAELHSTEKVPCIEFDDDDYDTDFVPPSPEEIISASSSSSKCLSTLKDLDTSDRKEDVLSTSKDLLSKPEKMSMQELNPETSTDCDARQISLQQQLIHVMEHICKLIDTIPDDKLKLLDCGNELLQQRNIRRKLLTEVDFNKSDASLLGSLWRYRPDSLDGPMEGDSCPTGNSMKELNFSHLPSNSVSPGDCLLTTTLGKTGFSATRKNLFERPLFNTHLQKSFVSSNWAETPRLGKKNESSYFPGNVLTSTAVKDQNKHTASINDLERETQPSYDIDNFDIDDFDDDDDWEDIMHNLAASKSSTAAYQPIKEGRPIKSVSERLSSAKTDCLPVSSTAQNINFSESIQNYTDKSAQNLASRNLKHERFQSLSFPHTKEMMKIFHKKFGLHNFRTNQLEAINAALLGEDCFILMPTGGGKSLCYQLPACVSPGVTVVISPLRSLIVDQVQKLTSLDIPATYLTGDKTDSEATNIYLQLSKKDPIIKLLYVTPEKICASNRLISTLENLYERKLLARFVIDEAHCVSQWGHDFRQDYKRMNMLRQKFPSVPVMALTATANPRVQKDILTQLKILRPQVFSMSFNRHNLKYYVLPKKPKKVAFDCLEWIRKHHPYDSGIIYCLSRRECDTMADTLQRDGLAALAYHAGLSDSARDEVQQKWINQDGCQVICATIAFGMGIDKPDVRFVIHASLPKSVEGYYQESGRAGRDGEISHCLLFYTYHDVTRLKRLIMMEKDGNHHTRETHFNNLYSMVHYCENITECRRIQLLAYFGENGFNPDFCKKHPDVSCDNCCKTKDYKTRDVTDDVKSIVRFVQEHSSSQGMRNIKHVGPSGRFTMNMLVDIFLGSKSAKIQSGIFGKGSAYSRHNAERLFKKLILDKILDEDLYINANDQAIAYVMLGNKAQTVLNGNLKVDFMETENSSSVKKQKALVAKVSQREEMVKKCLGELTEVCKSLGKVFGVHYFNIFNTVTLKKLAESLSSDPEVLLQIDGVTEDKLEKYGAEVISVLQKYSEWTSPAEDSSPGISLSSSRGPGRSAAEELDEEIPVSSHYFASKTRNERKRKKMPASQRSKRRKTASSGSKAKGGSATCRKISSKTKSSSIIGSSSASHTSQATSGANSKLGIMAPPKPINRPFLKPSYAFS
Anesthetic bind: binds horse apoferritin like a general anesthetic; hit rate 0.074% among 350,000; AID 485281; apoferritin/1-aminoanthracene competitive binding, fluorescence; Potency, µM (doses to about 77.5 µM), for the others: top-dose activity change, negative = displacement, actives largely listed as inhibitors; further: potency means the concentration at half of the fitted maximal effect; on the % scale 0 is the no-effect control and ±100 the full control effect; nearly all actives have a fitted effect of over 20% in size
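Horse-spleen apoferritin (10 uM) in 50% saturated 1-aminoanthracene in PBS was incubated 10 min at room temperature with compound. Fluorescence (ex 380, em 535 nm) was normalized to free and bound 1-AMA, with concentration-response fitted by a four-parameter Hill equation.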
Pol kappa inh: inhibitors of human DNA polymerase kappa. Q9UBT6. purified Pol kappa, fluorescent DNA synthesis assay, 10 min. Potency, µM (doses to about 107 µM), for the others: at the highest dose activity, negative = inhibition, most hits filed as inhibitors. hit rate 0.53% among 400,000. AID 588579; further: potency means the concentration at half of the fitted maximal effect; on the % scale 0 is the no-effect control and ±100 the full control effect
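10 nM Pol kappa was preincubated with compounds for 15 min at room temperature. Reaction started with 50 nM (final) substrate. Fluorescence read kinetically at 0 and 10 min.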
Pol eta inh: DNA polymerase eta (human) inhibition; recombinant Pol eta, fluorescent DNA replication assay; Potency, µM (doses to about 114 µM), without a hit: top-dose activity change, negative = inhibition, most hits filed as inhibitors; hit rate 1.2% among 390,000; AID 588591; further: potency means the concentration at half of the fitted maximal effect; on the % scale 0 is the no-effect control and ±100 the full control effect
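Fluorescent replication assay: 50 nM final substrate added after a 15 min room-temperature compound preincubation with 10 nM enzyme. Signal taken at 0 min and again at 10 min.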
RXFP1 antag: blocks the human relaxin receptor RXFP1; AID 1259400; hit rate 0.59% among 350,000; activity change, negative = inhibition, % at 57.5 µM; HEK293-RXFP1, relaxin-stimulated cAMP HTRF, 30 min; stronger effect = lower value;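 active means activity change of -60% or lower, but not beyond a set lower limit; inconclusive means change between -60% and -40%, or beyond the set limit; inactive means change above -40%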; further: on the % scale 0 is the no-effect control and ±100 the full control effect
* = called active by the depositor; i = inactive; ? = inconclusive; / = no result given; [ ] = remark or other dose. Unless noted, the call rests on the fitted dose curve; in most records, active means well fitted curve in the direction sought with a large enough effect; inconclusive means small, poorly fitted or top-dose-only effect, or another doubt; inactive means no such curve, though single readings can be large; an effect the other way counts as inactive or inconclusive.

SMILES | POLI inh | PGK inhibitor | Pol beta inh | APEX1 inh | BLM inh | Anesthetic bind | Pol kappa inh | Pol eta inh | RXFP1 antag
Cc1cc(S(=O)(=O)N2CCCCC2)c(C)s1 | 20.1% | i | -16.8% | 40.1% | -0.5% | -11.0% | 7.9% | -8.8% | -11.9
CCc1nc(SCCO)c2oc3ccccc3c2n1 | 10.9% | -9.1% | 38.9% | 3.0% | 1.4% | -16.0% | -10.7% | -2.3% | -6.1
Cc1c(C(=O)N2CCc3ccccc32)cnn1C | 127.4%[activator] | i | 58.4% | 21.0% | 1.9% | -5.6% | -0.5% | -15.9% | -5.0
CC(C)=NNC(=O)c1c(O)c2ccccc2[nH]c1=O | 5.1% | 3.1% | -13.9% | 24.6% | 3.2% | -4.5% | -0.4% | -18.8% | -0.2
CCNC(=O)CCSc1nnc(-c2ccco2)o1 | -11.4% | i | 30.4% | -3.4% | -6.8% | 4.9% | 4.6% | -10.4% | -14.7
CCn1cc([N+](=O)[O-])c(C(=O)Nc2nc(-c3ccc(C)cc3)c(C)s2)n1 | -6.6% | -6.3% | 0.3% | -3.2% | -3.1% | ? | -7.9% | -6.1% | -6.7
O=C(NNS(=O)(=O)c1ccccc1Cl)c1nn(-c2ccc(F)cc2)ccc1=O | -4.8%[58.9 µM] | -4.4% | -2.0% | 3.3% | -1.1% | -11.3% | -7.5% | 1.3% | 0.8
Cc1ccc(N(C(C)C(=O)N2CCC(C)CC2)S(C)(=O)=O)cc1C (stereo not given) | -18.9% | -4.4% | 14.4% | -3.9% | -1.2% | -4.9% | -12.4% | 8.7% | -12.4
CC1(C)NC(=O)N(CC(=O)N2CCCC(C(F)(F)F)C2)C1=O (stereo not given) | 41.2%[activator] | -2.0% | / | 9.7% | / | / | -14.6% | -15.1% | -7.2
O=[N+]([O-])c1cccc(-c2nnc3ccc4ccccc4n23)c1 | -6.9% | -17.9% | 1.3% | 12.6µM* | 5.4% | 3.1% | -20.9% | -6.6% | -14.0
Cc1ccc(-n2ncc3c(NCCC4=CCCCC4)ncnc32)cc1C | -4.6% | i | 3.5% | / | -9.4% | 3.7% | -7.5%[60.1 µM] | -11.3% | -3.3
CN(c1ccc(C(=O)Nc2ccc3c(c2)OCCO3)cc1)S(C)(=O)=O | -10.2% | / | 55.6% | 10.8% | -3.7% | -9.5% | -4.7% | -1.5% | 22.1
Nc1nc(Cl)nc2ncn(Cc3ccccc3)c12 | 166.9%[activator] | -11.5% | 13.9% | -1.5% | -0.3% | -0.2% | -3.9% | 1.7% | -2.9
O=C(CCNS(=O)(=O)c1ccc2c(c1)CCC(=O)N2)NCc1ccc2c(c1)OCO2 | 7.9% | i | 33.5% | -2.8% | -3.3% | -8.2% | 5.1% | -7.1% | -33.1
O=C(C1CCN(S(=O)(=O)c2cccc3cccnc23)CC1)N1CCc2ccccc21 | -3.4% | 3.5% | 1.7% | 0.3% | -1.8% | ? | -10.2% | 0.2% | -4.9
CSc1ccccc1OCc1cc(C(=O)N(C)Cc2ccc(C)o2)no1 | 14.9% | -4.3% | 30.6%[activator] | 5.3% | -10.9% | -22.7% | -1.0% | -14.7% | -16.6
CC(=O)Nc1cccc(-c2nnc(-c3ccc(C)cc3)o2)c1 | 23.4% | -8.6% | 13.4% | 18.8% | -6.7% | -4.8% | 18.5% | -14.3% | -3.4
Cc1csc(NC(=O)c2cccc(C)c2C)n1 | -0.2% | -9.3% | 27.3% | 13.0% | -1.9% | -21.5% | -1.0% | -7.7% | -7.8
C#CCOCCOCCOCCNc1nc(N2CCN(C(=O)CCCCCCCCCCNC(=O)[C@@H](CCSC)n3cc(CCO)nn3)CC2)nc(N2CCN(C(=O)CCCCCCCCCCNC(=O)[C@H](CCSC)n3cc(CCO)nn3)CC2)n1 | -0.2% | i | / | 4.0% | / | / | 8.1% | -10.3% | /
CCCCOc1ccc(C(=O)Nc2cc(-c3ccc(C)cc3)no2)cc1 | 19.5% | -4.2% | 17.2% | / | -1.2% | 1.2% | 13.6% | 3.2% | -1.6
CCOc1ccc(C(=O)N(Cc2sccc2C)C2CCS(=O)(=O)C2)cc1 (stereo not given) | 7.5% | / | 15.4% | / | -0.1% | 0.1% | -1.4% | / | 1.7
CCN1C(=O)c2ccccc2S(=O)(=O)c2ccc(C(=O)NC(C)C)cc21 | 3.4% | -4.4% | 47.8% | -4.6% | -2.5% | -7.8% | 1.5% | -26.5% | -8.1
CC(C)[C@H](NS(=O)(=O)c1ccccc1F)C(=O)OCC(=O)Nc1cccc(S(N)(=O)=O)c1 | 49.0%[activator] | -9.9% | / | 8.0% | / | / | -1.2% | -16.2% | -11.7
CCOc1ccccc1NC(=O)CSc1ccc2nc(-c3ccccc3)cn2n1 | 22.7% | -3.7% | ? | / | -7.1% | 24.9% | -1.6%[60.1 µM] | -25.3% | 0.3
O=C(O)C1CCCCC1C(=O)NCCCc1ccccc1 (stereo not given) | 20.8% | 3.8% | -12.0% | -0.6% | -2.2% | -10.9% | -0.8% | -13.5% | 4.1

Entries from the list above containing a Cl atom (two):
SMILES | POLI inh | PGK inhibitor | Pol beta inh | APEX1 inh | BLM inh | Anesthetic bind | Pol kappa inh | Pol eta inh | RXFP1 antag
O=C(NNS(=O)(=O)c1ccccc1Cl)c1nn(-c2ccc(F)cc2)ccc1=O | -4.8%[58.9 µM] | -4.4% | -2.0% | 3.3% | -1.1% | -11.3% | -7.5% | 1.3% | 0.8
Nc1nc(Cl)nc2ncn(Cc3ccccc3)c12 | 166.9%[activator] | -11.5% | 13.9% | -1.5% | -0.3% | -0.2% | -3.9% | 1.7% | -2.9

Two compounds from above, showing only BLM inh and POLI inh:
Compound | BLM inh | POLI inh
CCOc1ccc(C(=O)N(Cc2sccc2C)C2CCS(=O)(=O)C2)cc1 (stereo not given) | -0.1% | 7.5%
CCN1C(=O)c2ccccc2S(=O)(=O)c2ccc(C(=O)NC(C)C)cc21 | -2.5% | 3.4%

The listing continues:
SMILES | POLI inh | PGK inhibitor | Pol beta inh | APEX1 inh | BLM inh | Anesthetic bind | Pol kappa inh | Pol eta inh | RXFP1 antag
COCCn1c(SCC(=O)NC2CCCC2)nc2cccnc21 | 9.6% | -5.9% | -10.8% | 5.7% | 0.0% | -0.6% | 12.7% | -7.8% | 1.9
NC(=O)CCn1ccc2ccccc21 | 27.4% | i | 13.7% | -4.4% | -2.2% | -6.2% | -0.8% | -0.8% | 14.7
Cc1cc(C)c(NC(=O)COC(=O)CSc2ccc(Br)cc2C)c(C)c1 | 37.8%[activator] | -5.3% | -0.3% | -1.5% | 1.4% | -6.7% | -18.5% | -0.3% | 7.1
CCN(C(=O)CSc1cc(C)c2ccccc2n1)C1CCS(=O)(=O)C1 (stereo not given) | 83.6%[activator] | i | 42.4%[activator] | -5.4% | -4.2% | -3.3% | 6.7% | -6.7% | 10.5
Cc1cc(SCC(=O)c2ccc(O)c(O)c2)nc2ccccc12 | 39.8µM* | -17.5% | 14.1µM* | ? | -18.9% | -22.9% | 50.1µM* | 11.2µM* | ?
CC(C)(C)C(=O)NC(=S)Nc1ccc(F)cc1 | -10.8% | 5.5% | 7.1% | 4.4% | 4.1% | -17.6% | -12.9% | -15.1% | 5.1
CCCc1ccc(-c2cc(C(=O)NC3=NCCS3)c3ccccc3n2)cc1 | 32.4%[activator] | i | -10.3%[57.1 µM] | -5.8% | -6.5% | 1.6% | -7.1% | -10.0% | -0.5
COc1cccc(NC(=O)COC(=O)c2c3c(nc4ccccc24)CCC(C)C3)c1 (stereo not given) | -3.4%[58.9 µM] | 2.4% | 16.8% | 6.6% | -12.4% | -19.5% | -12.9% | -8.8% | -11.1
CCn1c(SCC(=O)NC2(C#N)CCCCC2)nc2ccccc2c1=O | 27.0% | -6.5% | / | -3.5% | / | / | -2.8% | -20.0% | -1.3
Cc1cc2c(cc1S(=O)(=O)CCC(=O)NC1CCCCC1C)OCC(=O)N2 (stereo not given) | ? | -1.9% | 0.8% | 14.0% | -1.5% | -6.2% | -10.4% | -9.6% | 4.3
N#CC1(NC(=O)COC(=O)c2ccccc2SCC(=O)N2CCCC2)CCCCC1 | 28.4% | -9.3% | 12.8% | -10.7% | -18.0% | -5.3% | -2.0% | -6.3% | 3.3
Cc1cccc(N(Cc2ccccc2)C(=O)Cc2ccc(S(=O)(=O)N3CCOCC3)s2)c1 | 21.8% | -5.5% | / | -3.3% | / | / | -19.6% | -11.5% | 5.2
CSc1cccc(NC(=O)CN2C(=O)COc3ccc(Cl)cc32)c1 | ? | -2.7% | 3.2% | / | -4.6% | -1.9% | ? | -5.7% | -12.5
Cc1nc(Nc2ccc(Cl)c(Cl)c2)sc1C(=O)Nc1ccccc1 | ? | -2.3% | 14.8% | -0.2% | -16.5% | -9.7% | -5.3%[60.1 µM] | 9.3% | -20.0
COc1cc(C2c3cc4c(cc3OC(N3CCCC3)C2C)OCO4)cc(OC)c1O (stereo not given) | ? | 4.1% | / | / | / | / | -5.7% | -3.5% | -6.0

Of the compounds above, these contain a furan ring, fused or not.
SMILES | POLI inh | PGK inhibitor | Pol beta inh | APEX1 inh | BLM inh | Anesthetic bind | Pol kappa inh | Pol eta inh | RXFP1 antag
CCc1nc(SCCO)c2oc3ccccc3c2n1 | 10.9% | -9.1% | 38.9% | 3.0% | 1.4% | -16.0% | -10.7% | -2.3% | -6.1
CCNC(=O)CCSc1nnc(-c2ccco2)o1 | -11.4% | i | 30.4% | -3.4% | -6.8% | 4.9% | 4.6% | -10.4% | -14.7
CSc1ccccc1OCc1cc(C(=O)N(C)Cc2ccc(C)o2)no1 | 14.9% | -4.3% | 30.6%[activator] | 5.3% | -10.9% | -22.7% | -1.0% | -14.7% | -16.6

The list is partial (hit frequency here may not be typical).
